PLCg1 inh: inhibitors of human phospholipase C gamma1; P19174; purified PLC-gamma1, fluorogenic substrate, fluorescence; inhibition, % at 12.2 µM; 370,000 tested, 0.84% active; AID 720700; in the data active = inhibition above about 9.5%
TDP2 absorb: TDP2 (human) inhibition, absorbance primary screen | recombinant TDP2, T5PNP hydrolysis, p-nitrophenol absorbance 415 nm | inhibition, % at 12.8 µM | 370,000 tested, 0.34% active | AID 720702;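 active = inhibition above the mean of all tested compounds plus 3 SD, set per campaign, cut at about 25% in these data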;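 note: 0% = DMSO with enzyme and 100% = buffer with substrate but no TDP2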
Target sequence (O95551 whole entry, looked up): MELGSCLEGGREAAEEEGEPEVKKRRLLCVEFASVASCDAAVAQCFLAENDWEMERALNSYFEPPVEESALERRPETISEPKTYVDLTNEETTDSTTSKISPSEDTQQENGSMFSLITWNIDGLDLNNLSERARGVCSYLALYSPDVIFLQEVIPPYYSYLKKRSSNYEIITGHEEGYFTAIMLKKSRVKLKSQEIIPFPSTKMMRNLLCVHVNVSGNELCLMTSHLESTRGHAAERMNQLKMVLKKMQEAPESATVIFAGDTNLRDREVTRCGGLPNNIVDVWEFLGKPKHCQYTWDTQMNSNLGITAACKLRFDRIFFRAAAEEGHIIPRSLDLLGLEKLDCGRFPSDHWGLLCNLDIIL
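Assay system: recombinant human TDP2 / Reagent: T5PNP substrate at 5 mM, a TopII-DNA adduct mimic / Measured by: epi absorbance from released p-nitrophenol / Evaluation: % inhibition relative to enzyme-containing and enzyme-free wells / Control set: enzyme-free and DMSO wells / Replicates: each compound tested once, singlicate / Schedule: enzyme reaction with compound for 2 h at 37 °C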
Tn6 DDE FP: inhibitors of Tn6 peptide binding to human fibrin DD(E). P02675. Fibrin DD(E) TRITC-Tn6 fluorescence polarization displacement. inhibition, % at 8.3 µM. 370,000 tested, 0.21% active;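 active = inhibition above a per-campaign cutoff: mean of compounds within control limits plus 3 SD, cut at about 15% in these data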;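 note: 0% = median of all compound wells on the plate and 100% = blocking peptide control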
DDE Tn7 FP inh: disrupts Tn7 cyclic peptide binding to fibrin D-Dimer-E complex; P02675; FP displacement of FITC-Tn7 peptide from fibrin DD(E); 0% = median of compound wells per plate; inhibition, % at 8.3 µM; 370,000 tested, 0.13% active; AID 720508;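 active = inhibition above the mean of compounds falling within the control limits plus 3 SD of them, cut at about 14% in these data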;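 note: 0% = plate median of compound wells and 100% = 10 µM Aha-Tn7 peptide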
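Assay system: human fibrin DD(E) protein / Input: 2 µM fibrin DD(E) / Benchmarks: high control of 10 µM Aha-Tn7 peptide / Measured by: fluorescence polarization of the labelled Tn7 tracer / Medium: Tris buffer with calcium and detergent, pH 7.8 / Timing: 10 min compound pre-incubation, 3 h probe incubation at room temperature / Repeats: one replicate per compound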
ADAM10 inh: inhibitors of human ADAM10 | O14672 | recombinant ADAM10, EDANS/DABCYL FRET peptide cleavage, 3 h | inhibition, % at 7 µM | 370,000 tested, 0.62% active;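 active = inhibition above a per-campaign cutoff equal to the mean of compounds falling between control-based bounds plus 3 SD, cut at about 20% in these data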;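 note: 0% = DMSO wells while the 100% control is not disclosed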
SIAE inh: human SIAE inhibition, primary screen; Q9HAT2; SIAE FP-Rh probe binding, fluorescence polarization; inhibition, % at 9.66 µM; 370,000 tested, 0.69% active;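 active = inhibition above a cutoff: mean of compounds within the control limits plus 3 SD of those, cut at about 17% in these data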;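 note: 0% = plate median of compound wells and 100% = probe without SIAE protein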
Target sequence (Q9HAT2 whole entry, looked up): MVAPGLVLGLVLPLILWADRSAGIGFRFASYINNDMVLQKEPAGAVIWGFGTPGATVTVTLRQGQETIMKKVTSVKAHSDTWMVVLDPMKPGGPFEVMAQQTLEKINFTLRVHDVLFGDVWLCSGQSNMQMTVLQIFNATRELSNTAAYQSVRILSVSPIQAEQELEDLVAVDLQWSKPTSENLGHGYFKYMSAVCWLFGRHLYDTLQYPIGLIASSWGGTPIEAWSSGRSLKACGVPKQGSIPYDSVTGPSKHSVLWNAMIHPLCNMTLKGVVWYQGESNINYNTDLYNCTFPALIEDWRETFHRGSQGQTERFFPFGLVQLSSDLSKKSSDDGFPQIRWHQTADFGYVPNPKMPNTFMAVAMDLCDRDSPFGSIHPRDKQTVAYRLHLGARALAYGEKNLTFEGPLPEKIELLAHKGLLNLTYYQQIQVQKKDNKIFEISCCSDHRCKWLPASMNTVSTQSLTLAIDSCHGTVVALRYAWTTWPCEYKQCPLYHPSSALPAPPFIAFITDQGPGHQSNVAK
PLCb3 inh: blocks human PLC-beta3 enzyme activity; AID 720704; inhibition, % at 12.2 µM; Purified PLC-beta3, fluorogenic substrate, fluorescence; 370,000 tested, 0.18% active; in the data active = inhibition above about 11%;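 note: 0% = median of compound wells on plate and 100% = full blocker control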
ADAM17 inh: inhibits human ADAM17. P78536. recombinant ADAM17, EDANS/DABCYL FRET peptide cleavage. inhibition, % at 6.95 µM. 370,000 tested, 0.83% active;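 active = inhibition above the mean of compounds lying between control limits plus 3 SD, set per campaign, cut at about 8.5% in these data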;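 note: 0% = DMSO-only wells as the low control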
ASAP1 GAP inh: inhibitors of human ASAP1 ArfGAP activity; ASAP1-stimulated ARF1 GTP hydrolysis, GDP FP detection; inhibition, % at 16.5 µM; 360,000 tested, 0.19% active; in the data active = inhibition above about 25%;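 note: 0% = vehicle with enzyme and substrate and 100% = no enzyme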
ARFGAP1 inh: inhibitors of rat ARFGAP1; 360,000 tested, 0.26% active; inhibition, % at 16.5 µM; Arfgap1-stimulated ARF1 GTP hydrolysis, GDP FP detection;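 active = inhibition above a per-plate limit, mean inhibition of low control wells plus 3 SD, cut at about 25% in these data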;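 note: 0% = DMSO wells with enzyme and 100% = wells lacking Arfgap1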
Target sequence (Q62848 1-136 limits assumed): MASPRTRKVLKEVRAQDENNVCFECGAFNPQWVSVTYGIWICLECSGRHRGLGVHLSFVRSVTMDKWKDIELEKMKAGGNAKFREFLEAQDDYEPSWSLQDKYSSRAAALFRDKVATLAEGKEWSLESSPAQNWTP
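Material – truncated rat Arfgap1 GAP domain · Buffer or medium – HEPES-based buffer, pH 7.5 · Reagent – human ARF1(Δ1-17)-GTP substrate · Dosing – 16.5 µM single point, 1.26% DMSO · Schedule – GTP hydrolysis reaction 2 h at 25 °C · Technique – GDP detection by fluorescence polarization · Benchmarks – No-Arfgap1 wells (100%) versus DMSO full-reaction wells (0%) · Repeats – single replicate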
* hit, by the source's call; i = inactive; nt = no result given; & = joins results of further samples. Outcome played no part in choosing rows. About 3.6% of those tested had a hit in this group.

| SMILES | PLCg1 inh | TDP2 absorb | Tn6 DDE FP | DDE Tn7 FP inh | ADAM10 inh | SIAE inh | PLCb3 inh | ADAM17 inh | ASAP1 GAP inh | ARFGAP1 inh |
| --- | --- | --- | --- | --- | --- | --- | --- | --- | --- | --- |
| CCOc1ccc(CN2CCN(Cc3ccc4cc(F)ccc4n3)CC2CCO)cc1 (stereo not given) | 2 | -8 | 0 | -5 | 4 | -5 | -9 | -1 | -10 | -9 |
| COC(=O)/C=C1\S/C(=N/N=C/c2ccc(Cl)cc2)NC1=O | -1 | -8 | -8 | -7 | -2 | -10 | -7 | 2 | 11 | -8 |
| CCc1cc2c(=O)n(CCC(C)C)c(=S)[nH]c2s1 | -5 | -11 | -1 | 3 | -6 | -1 | -6 | -10 | 4 | -1 |
| O=[N+]([O-])c1ccc(N2CCN(S(=O)(=O)c3ccccc3)CC2)cc1N1CCc2ccccc2C1 | -7 | 9 | 2 | -3 | -14 | 1 | -7 | -4 | -3 | -3 |
| CC1(C)C2CCC(C2)C1(C)NC(=O)CN1CCCC1 (stereo not given) | -1 | -4 | 0 | 0 | 0 | -4 | -4 | -3 | 9 | -11 |
| CC1(C)Cc2c(sc(NC(=O)/C=C/C(=O)O)c2C#N)CO1 | -8 | 17 | 1 | -3 | 0 | 0 | -10 | -1 | 6 | 7 |
| CN1CCN(C(=O)c2cnn(-c3ccccc3)c2NC(=O)c2ccc([N+](=O)[O-])cc2)CC1 | 0 | -3 | 7 | -7 | -12 | 8 | -1 | -4 | -12 | -3 |
| COc1ccc(-c2nnc(SC(C)C(=O)Nc3nccs3)n2Cc2ccccc2)cc1OC (stereo not given) | 9.8* | 0 | 0 | 2 | -111 | 2 | 2 | -1 | -1 | 3 |
| CCOC(=O)C1=C(C)Nc2nc(SCC(=O)OC)nn2C1c1cc(F)cc(F)c1 (stereo not given) | 0&1 | 7&13 | -4&5 | 8&4 | -10&4 | -3&0 | 3&3 | -1&0 | 17&0 | -15&13 |
| COc1ccc(C(=O)OCCN2CCN(C3CN(Cc4cn(Cc5ccccc5F)nn4)S(=O)(=O)C3)CC2)cc1OC (stereo not given) | 0 | 11 | -1 | 4 | -2 | 3 | 0 | -5 | nt | nt |
| COc1ccc2nc(NC(=O)CSCc3c(C)noc3C)sc2c1 | -4 | -4 | 2 | 0 | -4 | -1 | -2 | -1 | -4 | 8 |
| Cc1cc(C(=O)CSc2nnc(N)s2)c(C)n1C1CC1 | -4 | 3 | 3 | 6 | -4 | -3 | -6 | 0 | 10 | 11 |
| CC(C)(C)C(=O)NC(=S)Nc1ccc(C(F)(F)F)cc1 | 1 | 0 | -1 | 5 | -1 | -16 | -5 | -6 | 4 | -3 |
| Cc1ccc(CN2CCC(C(=O)c3ccc(F)cc3)CC2)cc1 | -5 | 3 | 0 | 3 | -17 | 2 | -7 | 1 | 10 | -5 |
| CCOC(=O)C1=C(C)SC2=NS(=O)(=O)CCN21 | 1 | 0 | 2 | -7 | -4 | 0 | 0 | -3 | 6 | -2 |
| Cc1c(NC(=O)c2cc(-c3ccccc3)nc3ccccc23)c(=O)n(-c2ccccc2)n1C | 0 | 4 | 9 | 9 | 5 | -9 | 0 | 0 | -17 | 0 |
| COCCN1C(=O)c2ccccc2C(C(=O)Nc2ccc3c(c2)OCCO3)C1c1ccc(F)cc1 (stereo not given) | 2 | 3 | -5 | 1 | -4 | -2 | -2 | -1 | 7 | 16 |
| Cc1ccc2[nH]c(=O)c(CNS(=O)(=O)c3ccccc3)c(-c3ccccc3)c2c1 | -2 | 0 | -2 | 3 | -45 | 2 | -2 | -13 | 3 | 8 |
| COc1ccc2c(c(-c3ccccc3)cn2C)c1-c1ccccc1 | -4 | -4 | 5 | 9 | -35 | 14 | -9 | -10 | nt | nt |
| C=CCC1c2cccc(C(=O)O)c2C(=O)N1c1cccc(OC)c1 (stereo not given) | 1 | -6 | -1 | 1 | 8 | 3 | -2 | 2 | 4 | 1 |
| O=C(O)C1CC(c2ccccc2)=NO1 (stereo not given) | 2 | 1 | -1 | -3 | 2 | 2 | 2 | 0 | 3 | -11 |
| COc1cc(NC(=O)CCc2c(C)noc2C)c(C(=O)O)cc1OC | -2 | 7 | 1 | 4 | -2 | 2 | 2 | 0 | 14 | 7 |
| OCCCn1c(CCNc2nc(-c3ccc(F)cc3)cs2)nc2cc(C(F)(F)F)ccc21 | 2 | -7 | -7 | 2 | 21* | -1 | 1 | 7 | 15 | 4 |
| O=C(Nc1cccc2ccccc12)c1[nH]c(-c2ccccc2)c2c1C(=O)N(C1CC1)C2=O | -1 | 12 | 7 | -3 | -10 | 5 | -2 | -3 | 0 | 7 |
| CN(Cc1ccccc1)S(=O)(=O)c1ccccc1Br | 1 | -3 | -5 | -4 | -4 | -1 | 2 | 1 | -12 | 8 |
| COC(CCN(C)C)(c1ccccc1)c1ccccc1 | 3 | 2 | 2 | 4 | -1 | 7 | 3 | -2 | -7 | 4 |
| CC1(c2ccc3noc(-c4cccc(F)c4)c3c2)OCCO1 | -3 | 4 | -2 | 8 | 6 | -3 | -10 | 1 | 0 | -5 |
| COc1ccc(NCc2n[nH]c(=O)c3ccccc23)cc1 | -9 | -4 | 4 | -2 | -13 | 1 | 8 | 0 | -1 | -6 |
| COc1ccc(C)cc1NC(=O)Cc1c(C(=O)O)n(C)c2ccccc12 | 3 | -13 | -5 | 3 | -7 | -4 | -12 | -5 | 0 | 9 |
| CCOc1ccc(-c2nnc(SCC(=O)Nc3cc(C)on3)o2)cc1 | 3 | 3 | -5 | 0 | 5 | -2 | -1 | -3 | 3 | 10 |
| Cc1cc(=O)n2[nH]c(-c3ccc(F)cc3)nc2n1 | -3 | 1 | -8 | 0 | -28 | 0 | -3 | -11 | -15 | 9 |
| CC(=Nc1ccccc1)Nc1ccccc1 | 1 | 8 | -4 | 6 | 5 | 4 | 3 | -1 | 4 | -1 |
| CCCC1C2C(=O)N(c3cccc(C)c3)C(=O)C2ON1c1ccccc1 (stereo not given) | 2 | -1 | 9 | 0 | -3 | -1 | -7 | 0 | -2 | 5 |
| CC(=O)Nc1c(OC(C)=O)ccc2c(C)cc(=O)oc12 | i | -4 | -3 | 0 | i | -5 | i | i | 3 | 9 |
| CCCCCCCCOc1ccc(C(=O)O)cc1 | 1 | 9 | 3 | 5 | -6 | 7 | -1 | -6 | -1 | -7 |
| COc1ccc(OC)c(NC(=O)COC(=O)CCc2nc3ccccc3c(=O)[nH]2)c1 | -6 | 13 | 1 | 3 | -9 | 12 | -3 | -1 | 3 | -1 |
| COc1ccc(CN(C)CCCn2ccc(N)nc2=O)cc1OC | 4 | 6 | -4 | 0 | -4 | 7 | 1 | 2 | -3 | -5 |
| CCCCCc1nnc(NC(=O)C2COc3ccccc3O2)s1 (stereo not given) | -1 | 11 | 7 | 7 | 1 | 4 | -9 | -1 | -3 | -13 |
| CCN=C1SC(CC(=O)NC(C)c2ccccc2)C(=O)N1CC (stereo not given) | 1 | 1 | -2 | 1 | 0 | 1 | -2 | 0 | 10 | 10 |
| Cc1cccc(N=C2CSC(=O)N2)c1 | 4 | 21 | -3 | 5 | 6 | 10 | -3 | -4 | 1 | -3 |
| O=C(O)C12C3CCC(O3)C1(C(=O)O)C1CCC2O1 (stereo not given) | 1 | -15 | 11 | -2 | -4 | -7 | 1 | -4 | -25 | -13 |
| CC(C)Oc1ccccc1C1CC(=O)Nc2cc3c(cc21)OCO3 (stereo not given) | -1 | 0 | 4 | 5 | 2 | 9 | -2 | -4 | 8 | 8 |
| Cc1cc(C(=O)NCC(=O)OCC(=O)N(C(C)C)C(C)C)ccc1[N+](=O)[O-] | 2 | -3 | 2 | -4 | -5 | 5 | 3 | 5 | 9 | -1 |
| O=C(c1ccc(Br)cc1)N1CCC2(CC1)NCCc1[nH]cnc12 | -7 | -8 | 2 | 0 | -4 | 7 | -14 | -8 | 1 | 0 |
| COc1ccc(-c2cc(C(=O)Nc3cc(Br)ccc3O)no2)cc1 | 4 | 1 | 6 | -10 | -2 | 2 | -3 | -3 | 10 | -2 |
| COc1ccc(C(=O)NC2CCSc3ccccc32)cc1S(=O)(=O)N1CCOCC1 (stereo not given) | 1 | -2 | -3 | 5 | 11 | -11 | -6 | -5 | 1 | -7 |
| CCc1ccc(-c2csc(NC(=O)C3CC(=O)N(c4ccc5c(c4)OCCO5)C3)n2)cc1 (stereo not given) | -2 | -11 | -7 | 0 | 17 | -6 | -4 | 6 | 7 | -3 |
| S=c1[nH]nc(-c2ccc(Br)cc2)n1Cc1ccco1 | 0 | -4 | -5 | -1 | 1 | 7 | 0 | -2 | -14 | -8 |
| COc1ccc(OCC(=O)OCC(=O)Nc2ccc3[nH]c(=O)[nH]c3c2)cc1 | -3 | 6 | -5 | -3 | -2 | 2 | -3 | -4 | 2 | 4 |
| Cc1c(C(=O)N2CCCCC2)c(S(=O)(=O)N2CCN(c3ccc(F)cc3)CC2)c(C)n1C | 3 | 4 | 3 | -7 | -1 | 1 | -4 | 5 | -4 | 8 |
| NC1=NC[C@@H](Cc2ccc(O)cc2)N1CCc1cccc(F)c1 | 3 | 5 | -3 | 2 | 1 | -4 | 1 | -1 | 8 | 3 |
| CCSc1nnc(NS(=O)(=O)c2ccc(C)cc2)s1 | -3 | 1 | -3 | 9 | -2 | 13 | 1 | -2 | -5 | -6 |
| CCOC(=O)CN1C(=O)SC(Nc2ccc(C)cc2)C1=O (stereo not given) | 1 | -4 | 6 | 6 | 1 | 5 | 3 | 6 | -3 | -5 |
| Fc1ccc(-c2nc3ccccc3[nH]2)cc1 | 0 | 0 | 7 | 5 | -7 | -2 | -7 | -3 | -5 | 4 |
| COC(=O)/C(C#N)=C1/C=Cc2ccccc2N1C | 0 | 1 | 10 | 1 | 0 | -1 | 1 | 1 | -7 | 3 |
| Cc1ccc(C)c(OCCN2C(=O)NC3(CCc4ccccc4C3)C2=O)c1 (stereo not given) | 4 | -1 | -1 | -2 | 8 | 4 | 1 | 2 | 4 | 1 |
| Cc1ccc(CSc2nnc(-c3cccc(S(=O)(=O)N4CCOCC4)c3)n2C2CCCC2)cc1 | 1 | -2 | -3 | -6 | -33 | -5 | 2 | 3 | -2 | 2 |

Screening data as filed in PubChem.
